PAFAH2 inh – inhibitors of human PAFAH2 | Q99487 | recombinant PAFAH2, FP-rhodamine activity probe, fluorescence polarization | 340,000 compounds, 0.99% hits | inhibition, % at 3.39 µM;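 active = inhibition above the mean over all tested compounds plus 3 SD, cut at about 30% in these data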;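 note: inhibitors block probe labeling of enzyme so polarization drops; 0% = enzyme with DMSO and 100% = wells lacking PAFAH2 protein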
pPAFAH inh – pPAFAH (human) enzyme inhibition; Q13093; recombinant pPAFAH, FP-rhodamine probe fluorescence polarization; inhibition, % at 3.39 µM; 330,000 compounds, 1.5% hits; AID 463082;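 active = inhibition above the mean inhibition across the screen plus 3 SD, cut at about 25% in these data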;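 note: inhibitors block binding of the rhodamine activity-based probe so polarization drops; 0% = enzyme with DMSO and 100% = wells lacking pPAFAH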
Target sequence (Q13093 whole entry, looked up): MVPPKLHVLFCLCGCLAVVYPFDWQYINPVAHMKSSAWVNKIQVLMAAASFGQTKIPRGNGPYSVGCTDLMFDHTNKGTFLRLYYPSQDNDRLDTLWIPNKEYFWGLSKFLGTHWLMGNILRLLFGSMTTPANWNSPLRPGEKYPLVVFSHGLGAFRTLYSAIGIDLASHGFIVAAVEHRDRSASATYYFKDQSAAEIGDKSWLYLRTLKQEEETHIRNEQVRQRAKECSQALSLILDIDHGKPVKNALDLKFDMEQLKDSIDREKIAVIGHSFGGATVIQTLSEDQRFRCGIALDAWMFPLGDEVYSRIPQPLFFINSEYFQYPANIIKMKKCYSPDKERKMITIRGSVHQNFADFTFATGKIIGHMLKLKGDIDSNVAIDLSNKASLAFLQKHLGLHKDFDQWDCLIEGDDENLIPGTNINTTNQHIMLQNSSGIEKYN
PAFAH1B3 inh – inhibitors of human PAFAH1B3. Q15102. recombinant PAFAH1B3, FP-rhodamine probe, fluorescence polarization. inhibition, % at 3.39 µM. 340,000 compounds, 0.28% hits;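 active = inhibition above the screen-wide average of all tested compounds plus 3 SD, cut at about 25% in these data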;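 note: 0% = enzyme with DMSO only and 100% = wells lacking PAFAH1B3 protein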
Target sequence (Q15102 whole entry, looked up): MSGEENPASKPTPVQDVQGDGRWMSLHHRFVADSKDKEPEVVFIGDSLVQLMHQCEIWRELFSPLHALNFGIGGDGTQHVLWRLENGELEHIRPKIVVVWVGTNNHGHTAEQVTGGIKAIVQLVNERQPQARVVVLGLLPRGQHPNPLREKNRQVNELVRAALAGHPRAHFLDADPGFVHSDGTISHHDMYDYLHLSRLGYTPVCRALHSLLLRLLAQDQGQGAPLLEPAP
PME-1 inh – PME-1 (human) inhibition | recombinant PME-1, FP-Rh probe fluorescence polarization | inhibition, % at 5.9 µM | 320,000 compounds, 0.53% hits | AID 2130;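 active = inhibition above the campaign mean of all compounds plus 3 SD, cut at about 26% in these data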;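 note: competitive labeling of PME-1 active site by serine hydrolase directed probe; 0% = PME-1 with DMSO and 100% = wells lacking PME-1 enzyme; inhibitors block probe labeling so polarization falls and inhibition rises; many of its hits are not listed in these tables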
Fam108B counter – counter-screen for RBBP9 inhibitors: inhibitors of mouse Fam108B | recombinant Fam108B, FP-Rh probe fluorescence polarization | inhibition, % at 9.51 µM | AID 1947 | 300,000 compounds, 0.33% hits;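 active = inhibition above the screen mean inhibition plus 3 SD, computed separately per campaign, cut at about 18% in these data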;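 note: inhibitors lower polarization as less probe binds the enzyme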
GSTO1 inh – blocks human GSTO1 in RBBP9 counter-screen. 300,000 compounds, 1.1% hits. recombinant GSTO1, activity-based probe fluorescence polarization. inhibition, % at 5.96 µM. P78417;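 active = inhibition above the campaign mean inhibition plus 3 SD, cut at about 35% in these data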;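 note: 0% = GSTO1-1 with DMSO and 100% = wells lacking GSTO1-1 enzyme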
Target sequence (P78417 whole entry, looked up): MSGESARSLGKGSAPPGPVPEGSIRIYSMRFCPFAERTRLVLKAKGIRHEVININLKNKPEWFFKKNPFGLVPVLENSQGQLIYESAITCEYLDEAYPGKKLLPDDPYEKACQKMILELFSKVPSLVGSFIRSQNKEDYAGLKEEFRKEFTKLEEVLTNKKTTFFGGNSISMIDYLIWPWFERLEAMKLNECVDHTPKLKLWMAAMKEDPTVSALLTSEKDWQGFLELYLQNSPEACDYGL
PAD4 FP inh – inhibitors of human PAD4 | 330,000 compounds, 0.41% hits | AID 485272 | inhibition, % at 6.36 µM | Q9UM07 | recombinant PAD4, RCA probe fluorescence polarization;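 active = percent inhibition above a cutoff equal to the mean of all tested compounds plus 3 SD, cut at about 15% in these data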;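 note: 0% = PAD4 with RCA probe and DMSO and 100% = probe without PAD4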
PAFAH1B2 inh – inhibitors of human PAFAH1B2; P68402; recombinant PAFAH1B2, FP-rhodamine activity probe, fluorescence polarization; inhibition, % at 3.39 µM; 340,000 compounds, 1.2% hits;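 active = inhibition above the mean of all tested compounds plus 3 SD, cut at about 24% in these data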;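 note: 0% = enzyme with DMSO and 100% = wells lacking PAFAH1B2; many of its hits are not listed in these tables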
LYPLA1 inh – counter-screen for PME1 inhibitors: inhibitors of human LYPLA1; recombinant LYPLA1, FP-Rh probe fluorescence polarization; inhibition, % at 5.9 µM; 320,000 compounds, 0.16% hits; O75608; AID 2174;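 active = inhibition above the mean of all tested compounds plus 3 SD, set per campaign, cut at about 14% in these data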;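 note: inhibitors block serine hydrolase probe labeling of LYPLA1 so polarization falls; 0% = enzyme with DMSO and 100% = wells lacking LYPLA1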
Numbers without * were called inactive; . = not tested or not shown. Not all compounds are listed (hit frequency here may not be typical).

SMILES	PAFAH2 inh	pPAFAH inh	PAFAH1B3 inh	PME-1 inh	Fam108B counter	GSTO1 inh	PAD4 FP inh	PAFAH1B2 inh	LYPLA1 inh
CN(c1ccccc1)S(=O)(=O)c1ccc(NC(=O)c2nc(S(C)(=O)=O)ncc2Cl)cc1	-18	-12	-10	47*	32*	-27	-7	2	-13
CCCc1nc2ccccc2c(=O)n1CCc1ccccc1	-5	6	8	3	4	7	0	8	4
CCc1nc(C)cn1S(=O)(=O)c1cc(Br)ccc1OC	5	6	1	0	-4	2	2	3	-2
Cc1ccc2nc(C(F)(F)F)c(C#N)c(N)c2c1	1	-2	-3	-7	-1	-4	-2	2	-6
Cc1ccc(CNC(=O)C(=O)NCCCn2ccnc2)cc1	1	3	4	-5	-1	-3	-5	4	1
COc1ccc(Nc2nc3ccccc3n3cnnc23)cc1Cl	11	7	10	13	4	-4	-2	9	3
COc1ccc(CNC(=O)OCCN2CCN(S(=O)(=O)c3ccc(C)cc3)CCC2=O)cc1	-2	5	-4	-5	-3	10	-2	2	1
Cc1ccc2c(c1)Oc1ccccc1C=C2C(=O)O	6	1	4	3	1	5	-4	6	0
Cc1ccc(S(=O)(=O)N/N=C/c2cccc3c2OCCO3)cc1	6	1	0	1	3	4	-4	8	0
Cc1cccc(C)c1NC(=O)CSc1nnc([C@@H]2CCCN2C(=O)OC(C)(C)C)o1	3	-1	5	-4	0	0	-6	-3	-2
O=C(NCc1ccc2c(c1)OCO2)c1cc(-c2ccccc2)on1	8	5	4	-3	-4	-1	5	3	-1
Cc1cccc(-n2cnc(C(=O)N3CCN(C)CC3)c2)n1	3	-2	3	3	1	-5	-3	9	0
COC(=O)c1ccc(-n2nnnc2SCc2nn[nH]n2)cc1	0	-2	-5	6	1	2	2	-6	2
CCC(C(=O)NC(C)(C)C)N(C(=O)Cn1nnc(-c2cccs2)n1)c1cnc2ccccc2c1 (centres undefined)	-5	-1	-1	-2	1	-2	-5	5	0
O=NN1CCN(c2ccncc2S(=O)(=O)N2CCCCC2)CC1	-2	4	18	2	-5	0	-4	6	-1
O=C(c1ccc(Cl)c(S(=O)(=O)N2CCOCC2)c1)N1CCCC1	17	6	-8	-5	0	3	16*	-2	-3
O=C(/C=C/c1ccco1)Oc1cccc2cccnc12	0	-2	3	5	-2	16	3	2	4
Cc1ccc(CSCC(=O)N(C)CC(=O)Nc2ccc(C)cc2)cc1	-4	0	2	1	3	-11	-5	10	4
COc1cccc(C(=O)NC(=S)Nc2ccc3oc(=O)ccc3c2)c1	-4	4	0	-4	0	-1	0	-4	1
COc1ccccc1NC(=O)C(C)OC(=O)CCCN=C1NS(=O)(=O)c2ccccc21 (centres undefined)	-4	-4	4	-1	0	-2	0	0	4
O=C(CCc1ccccc1)Nc1ccnn1C1CCN(C/C=C/c2ccccc2)CC1	8	10	2	8	0	-1	1	8	5
O=C(NCCc1ccccc1)c1cccnc1	2	-4	-1	-1	-1	0	2	3	0
CC(=O)Nc1ccc(OCCCNC(=O)c2c(-c3ccccc3)noc2C)cc1	-7	3	-4	6	5	7	-3	-1	2
COC(=O)C(C(=O)OC)C(C[N+](=O)[O-])c1ccc(OC)c(OC)c1 (centres undefined)	-2	5	6	0	0	1	6	-3	-2
O=C(c1ccccn1)N1CCN(c2ccc(C(F)(F)F)cn2)CC1	-12	7	2	-3	3	-4	-2	3	0

An excerpt from above in order of length of the SMILES, descending.
SMILES	PAFAH2 inh	pPAFAH inh	PAFAH1B3 inh	PME-1 inh	Fam108B counter	GSTO1 inh	PAD4 FP inh	PAFAH1B2 inh	LYPLA1 inh
Cc1cccc(C)c1NC(=O)CSc1nnc([C@@H]2CCCN2C(=O)OC(C)(C)C)o1	3	-1	5	-4	0	0	-6	-3	-2
COc1ccccc1NC(=O)C(C)OC(=O)CCCN=C1NS(=O)(=O)c2ccccc21 (centres undefined)	-4	-4	4	-1	0	-2	0	0	4
COc1cccc(C(=O)NC(=S)Nc2ccc3oc(=O)ccc3c2)c1	-4	4	0	-4	0	-1	0	-4	1
COc1ccc(Nc2nc3ccccc3n3cnnc23)cc1Cl	11	7	10	13	4	-4	-2	9	3
Cc1ccc2c(c1)Oc1ccccc1C=C2C(=O)O	6	1	4	3	1	5	-4	6	0
O=C(NCCc1ccccc1)c1cccnc1	2	-4	-1	-1	-1	0	2	3	0

The listing picks up with the 2 entries that preceded the break.
SMILES	PAFAH2 inh	pPAFAH inh	PAFAH1B3 inh	PME-1 inh	Fam108B counter	GSTO1 inh	PAD4 FP inh	PAFAH1B2 inh	LYPLA1 inh
COC(=O)C(C(=O)OC)C(C[N+](=O)[O-])c1ccc(OC)c(OC)c1 (centres undefined)	-2	5	6	0	0	1	6	-3	-2
O=C(c1ccccn1)N1CCN(c2ccc(C(F)(F)F)cn2)CC1	-12	7	2	-3	3	-4	-2	3	0
CCCCN(C(=O)c1ccc(C)o1)c1c(N)n(CC(C)C)c(=O)[nH]c1=O	0	2	4	1	.	.	-2	-1	-3
COc1cc(/C=C/c2ccc3cccc(O)c3n2)cc(OC)c1OC	-4	6	16	3	7	12	2	3	2
O=C(Nc1ccc(Br)c2cccnc12)c1ccc(Cn2cc(Cl)cn2)o1	-2	4	3	0	2	2	3	1	2
S=C(NCc1ccccn1)Nc1ccc(Cl)cc1Cl	0	0	3	-5	4	10	-3	3	3
Cc1c2c(c(C)n1C)C(C(=O)NC1CCCCC1)N(Cc1ccccc1)C2=O (centres undefined)	-3	1	-3	4	-4	-1	-6	1	1
COCCn1c(=O)[nH]c2cc(C(=O)Nc3cc(C)cc(C)c3)ccc2c1=O	-15	2	6	-5	-3	1	5	-4	-5
O=C(Nc1ccc(OC(F)(F)F)cc1)C1CCCN(C(=O)c2ccc(Cl)cc2)C1 (centres undefined)	-2	-2	-1	-3	.	.	8	12	-4
CCCN1CCN(C(=O)c2nn(-c3ccc(OC)cc3)c(=O)c3c2c2ccccc2n3C)CC1	-9	-5	-1	-2	-1	-1	-1	5	0
O=C(CN1CCN(c2ccc(C(F)(F)F)cn2)CC1)Nc1ccc2c(c1)OCO2	-5	1	7	1	1	1	-4	3	1
CC(=O)Nc1ccc(Nc2ccc(N3C(=O)CCCC3=O)cc2[N+](=O)[O-])cc1	-7	6	7	-4	0	1	-3	2	1
CCn1c(C)cc2c(c1=O)C(c1ccccc1Br)C(C#N)=C(N)O2 (centres undefined)	-4	-1	6	2	-1	-3	-1	3	-1
CCOc1ccccc1C1C(C(N)=O)=C(C)Nc2nc(-c3cccc(C)c3)nn21 (centres undefined)	9	-5	-5	-5	2	-4	-3	0	-3
CN1CCC(Oc2ccccc2Sc2ccc(C(F)(F)F)cc2)CC1	3	2	-2	-1	7	-1	-1	2	2
COCCCN1C(=O)c2ccc(C(=O)OCC(=O)NCc3cccc(OC)c3)cc2C1=O	8	23	7	2	.	.	0	8	-1
Cc1ccc(NC(=O)Cn2c(=O)n(CCCCC(=O)NCc3ccco3)c(=O)c3ccccc32)cc1	-4	11	3	-9	-9	-5	-4	0	-10
CCOc1ccc(CN(C)CC(=O)Nc2ccc(N3CCOCC3)cc2)cc1OC	-1	6	10	1	-2	2	0	10	0
CC(SCc1ccccc1)C(=O)Nc1ccccc1F (centres undefined)	-8	1	-3	0	4	7	-3	1	-1
CCOCCCn1c(SCC(=O)N2CCOCC2)nc2ccccc2c1=O	3	3	10	2	4	0	2	0	3
CCOC(=O)N1CCC(N(CCN(C)C)C(=S)Nc2ccccc2OCC)CC1	-4	4	-2	-5	5	0	-3	-1	-3
O=C(CSCc1c(Cl)cccc1Cl)NCc1cccnc1	-9	0	6	4	-2	5	4	9	0
CC(=O)C(N=Nc1ccccc1)(Sc1nnc(-c2ccccc2)n1-c1ccccc1)C(C)=O	-1	5	5	-1	7	-4	3	14	0
COc1ccc(N2CCN(C(=O)COC(=O)CCOc3ccc(C)cc3)CC2)cc1	0	4	13	5	-1	-2	-2	1	0
CC(O)c1cccc(NC(=O)Cc2cccc3ccccc23)c1 (centres undefined)	.	-2	.	0	1	5	-2	.	-2
CC(C)(C)c1ccc(/C=N/NC(=O)C(=O)NCCCN2CCOCC2)cc1	1	6	5	-3	-1	4	-5	5	2
Cc1nn(-c2ccccc2)c2sc(C(=O)NC3CCCCC3)cc12	-9	-9	-7	-19	-23	-19	-2	-13	-18

Overlap with the part before: five compounds; new compounds follow.
SMILES	PAFAH2 inh	pPAFAH inh	PAFAH1B3 inh	PME-1 inh	Fam108B counter	GSTO1 inh	PAD4 FP inh	PAFAH1B2 inh	LYPLA1 inh
CC(=O)C(N=Nc1ccccc1)(Sc1nnc(-c2ccccc2)n1-c1ccccc1)C(C)=O	-1	5	5	-1	7	-4	3	14	0
COc1ccc(N2CCN(C(=O)COC(=O)CCOc3ccc(C)cc3)CC2)cc1	0	4	13	5	-1	-2	-2	1	0
CC(O)c1cccc(NC(=O)Cc2cccc3ccccc23)c1 (centres undefined)	.	-2	.	0	1	5	-2	.	-2
CC(C)(C)c1ccc(/C=N/NC(=O)C(=O)NCCCN2CCOCC2)cc1	1	6	5	-3	-1	4	-5	5	2
Cc1nn(-c2ccccc2)c2sc(C(=O)NC3CCCCC3)cc12	-9	-9	-7	-19	-23	-19	-2	-13	-18
Cc1noc(C)c1NC(=O)NC(c1ccccc1)c1ccccc1	1	-2	15	5	2	13	2	5	0
CCOC(=O)c1c(-c2ccc(C)o2)csc1NC(=O)CN1CCCCC1	-1	5	3	-4	-5	12	-5	-3	0
N#Cc1c(NC(=O)CCCN2C(=O)c3ccccc3C2=O)oc(-c2ccccc2)c1-c1ccccc1	-21	2	0	-8	-4	-3	3	-4	-16
Fc1ccc(OCCOCCN2CCCC2)cc1	7	-1	-1	0	0	7	2	5	3
CCOC(=O)N1CCC(Nc2ccc3nnc(-c4ccccc4)n3n2)CC1	10	-4	3	4	2	3	2	-1	3
O=C1NCCN1C(=O)c1cccc(Cl)c1	-1	-1	0	5	0	0	-1	4	3
Cc1c(NS(=O)(=O)c2ccc(N)cc2)c(=O)n(-c2ccccc2)n1C	-9	7	10	-3	-2	5	-2	4	-3
O=C(c1ccc2c(c1)OCO2)N1CCN(S(=O)(=O)c2ccc(Cl)cc2)CC1	1	1	8	7	3	7	-4	23	-3
CS(=O)(=O)N(Cc1ccccc1)c1ccccc1C(=O)N1CCN(c2ccccc2)CC1	0	0	7	2	0	1	-10	6	2
CCOC(=O)c1cnc2nc(NCc3ccc(OC)c(OC)c3)[nH]n2c1=O	1	-2	8	-8	-1	-10	-3	0	4
Cc1cc(NC(=O)CSCC(=O)OCC(=O)Nc2cc(C)c(C)cc2[N+](=O)[O-])no1	4	12	8	2	0	7	5	7	2
CCCCN(C(=O)NC(=O)Nc1ccccc1OC)S(C)(=O)=O	-2	1	10	1	2	-3	-1	-2	-2
Cc1ccc2[nH]c3c(=O)n(CCCN4CCOCC4)cnc3c2c1	-10	2	0	-6	-1	3	1	-4	-2

Screening data (PubChem BioAssay)
